Screening results deposited in PubChem by several laboratories.
Mtb UGM inh – M. tuberculosis UGM enzyme inhibitors, primary screen, biochemical, fluorescence polarization, single point; UDP-galactopyranose mutase (Mycobacterium tuberculosis (strain ATCC 25618 / H37Rv)), …; purified UGM, fluorescence polarization probe displacement; inhibition, % at 10 µM; 320,000 tested, 0.06% active; AID 504406, 2011; in the data active = inhibition above about 10%, passing the limit was not always enough
Target sequence (P9WIQ1 whole entry, looked up): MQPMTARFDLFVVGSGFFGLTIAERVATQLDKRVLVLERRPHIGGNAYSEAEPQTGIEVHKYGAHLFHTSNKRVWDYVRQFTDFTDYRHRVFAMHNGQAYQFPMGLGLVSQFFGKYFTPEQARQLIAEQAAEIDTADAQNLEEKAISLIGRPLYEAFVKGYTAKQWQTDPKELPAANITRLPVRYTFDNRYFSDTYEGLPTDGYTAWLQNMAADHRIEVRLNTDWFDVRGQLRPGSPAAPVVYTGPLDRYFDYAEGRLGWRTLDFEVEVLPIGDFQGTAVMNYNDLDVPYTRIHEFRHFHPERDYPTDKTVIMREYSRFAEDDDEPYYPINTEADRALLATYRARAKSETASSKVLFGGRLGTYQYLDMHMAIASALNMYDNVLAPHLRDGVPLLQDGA
DUSP3 inh – VHR1 phosphatase inhibitors, primary screen, biochemical, absorbance, uHTS; recombinant VHR phosphatase, pNPP absorbance; inhibition, % at 13.3 µM; Dual specificity protein phosphatase 3 (Homo sapiens), P51452; 290,000 tested, 0.52% active; in the data active = inhibition above about 50%; also: some compounds called inactive have numbers as strong as hits
Target sequence (P51452 whole entry, looked up): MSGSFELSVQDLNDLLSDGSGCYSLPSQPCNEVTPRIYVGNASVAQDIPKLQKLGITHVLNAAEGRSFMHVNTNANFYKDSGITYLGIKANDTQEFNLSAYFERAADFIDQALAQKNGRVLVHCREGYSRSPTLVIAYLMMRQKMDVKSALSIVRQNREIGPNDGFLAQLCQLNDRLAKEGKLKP
MazEF act – activators of E. coli MazEF toxin-antitoxin RNase, primary screen, biochemical, fluorescence, uHTS. 350,000 tested, 0.32% active. FAM/BHQ RNA-DNA oligo cleavage fluorescence, 5 h. activation, % at 20 µM. AID 504720, 2011; in the data active = activation above about 50%
Target sequence (P0AE70 whole entry, looked up): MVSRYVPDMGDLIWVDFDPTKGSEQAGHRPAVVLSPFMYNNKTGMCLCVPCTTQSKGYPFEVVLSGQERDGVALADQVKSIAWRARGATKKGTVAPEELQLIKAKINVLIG
Vc quorum ag – inducers of Vibrio cholerae quorum light production without autoinducers, primary screen, BH1578 luxS cqsA deficient, single point | activation, % at 18.7 µM | V. cholerae BH1578 lux reporter, luminescence, 6 h | AID 588436, 2011 | 350,000 tested, 0.16% active; in the data active = activation mostly above about 9.7%, no sharp cut-off; also: not every result past the cut was called active; inactives centre near 0; reference of the scale not given here
Mtb FBA inh – Mtb FBA enzyme inhibitors, primary screen, biochemical, fluorescence, strain H37Rv; Fructose-bisphosphate aldolase (Mycobacterium tuberculosis (strain ATCC 25618 / H37Rv)), …; purified M. tuberculosis FBA, fluorescence read-out; inhibition, % at 1 µM; 360,000 tested, 2.3% active; AID 588726, 2011; in the data active = inhibition above about 27%;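 also: 0% = vehicle and 100% = reference inhibitor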
Target sequence (P9WQA3 whole entry, looked up): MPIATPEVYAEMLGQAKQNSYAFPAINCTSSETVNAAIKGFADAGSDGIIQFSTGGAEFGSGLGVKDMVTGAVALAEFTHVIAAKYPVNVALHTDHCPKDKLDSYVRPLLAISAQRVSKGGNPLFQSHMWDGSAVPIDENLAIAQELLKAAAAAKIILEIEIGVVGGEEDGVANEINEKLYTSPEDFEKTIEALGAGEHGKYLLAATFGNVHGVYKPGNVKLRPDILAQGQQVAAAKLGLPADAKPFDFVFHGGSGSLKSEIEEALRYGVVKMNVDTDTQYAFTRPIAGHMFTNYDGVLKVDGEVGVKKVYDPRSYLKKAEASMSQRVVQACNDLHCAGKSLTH
GDH-TPI inh – GDH-TPI coupling enzyme inhibitors, primary screen, artefact control for M. tuberculosis FBA inhibitor project, biochemical, absorbance, full deck; AID 588335, 2011; GDH-TPI coupled enzyme counterscreen, NADH absorbance; inhibition, % at 4.8 µM; 360,000 tested, 1.2% active; in the data active = inhibition above about 30%;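 also: 0% = DMSO wells and 100% = wells lacking the enzyme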
Mtb BioA inh – M. tuberculosis BioA enzyme inhibitors, primary screen, biochemical, plate reader, single point, HTS; inhibition, % at 9.99 µM; AID 602481, 2012; purified M. tuberculosis BioA enzyme; 360,000 tested, 0.096% active; in the data active = inhibition above about 40%
PriA SSB inh – inhibitors of Klebsiella pneumoniae PriA binding to SSB C-terminal tail, primary screen, biochemical, AlphaScreen; inhibition, % at 33 µM; PriA–SSB C-terminal tail interaction (Klebsiella pneumoniae); AlphaScreen SSBct-PriA binding, biotinylated peptide; 430,000 tested, 0.6% active; in the data active = inhibition mostly above about 37%, no sharp cut-off; inactive = mostly below about 20%;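 also: plate controls were negative control peptide for no effect and reference peptide for full effect; strong numbers were not always called active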
SARS 3CLpro inh – SARS-CoV 3CLpro protease inhibitors, primary screen, biochemical, quenched FRET. 290,000 tested, 0.14% active. AID 1706, 2009. recombinant SARS-CoV 3CLpro, quenched FRET peptide cleavage. Replicase polyprotein 1ab (Severe acute respiratory syndrome coronavirus), P0C6X7. inhibition, % at 6 µM; in the data active = inhibition above about 12%
Rv3671c protease – Rv3671c serine protease inhibitors, primary screen, biochemical, fluorescence polarization, M. tuberculosis H37Rv | 320,000 tested, 0.048% active | inhibition, % at 5.96 µM | P9WHR9 | AID 2606, 2010; in the data active = inhibition above about 38%;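 also: extracellular domain of Rv3671c used as enzyme; 0% = enzyme with DMSO and 100% = no enzyme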
An asterisk follows results filed as active; i = inactive; . = no result given. This is a subset (hit frequency here may not be typical).

The opening 2 compounds as a preview:
SMILES	Mtb UGM inh	DUSP3 inh	MazEF act	Vc quorum ag	Mtb FBA inh	GDH-TPI inh	Mtb BioA inh	PriA SSB inh	SARS 3CLpro inh	Rv3671c protease
CCOc1ccc(-c2c(=O)n(OCc3ccccc3Br)c3ccccc3[n+]2[O-])c(OCC)c1	-0.6	13	2	i	1	3	.	-11	2	-9
COc1ccc(CCn2c(O)c(C=NCCCn3ccnc3)c(=O)[nH]c2=O)cc1OC	2.0	8	1	-1.3	-10	18	-0.2	-9	-1	9

The list itself, from the start:
SMILES	Mtb UGM inh	DUSP3 inh	MazEF act	Vc quorum ag	Mtb FBA inh	GDH-TPI inh	Mtb BioA inh	PriA SSB inh	SARS 3CLpro inh	Rv3671c protease
CCOc1ccc(-c2c(=O)n(OCc3ccccc3Br)c3ccccc3[n+]2[O-])c(OCC)c1	-0.6	13	2	i	1	3	.	-11	2	-9
COc1ccc(CCn2c(O)c(C=NCCCn3ccnc3)c(=O)[nH]c2=O)cc1OC	2.0	8	1	-1.3	-10	18	-0.2	-9	-1	9
CC1CCN(S(=O)(=O)c2ccc3c(ccn3CCC(=O)NC(C)C)c2)CC1	-1.9	4	-17	-0.3	6	5	0.1	-12	-2	-14
O=C1NC(NS(=O)(=O)c2ccccc2)(C(F)(F)F)C(=O)N1Cc1ccccc1 (centres undefined)	0.3	5	1	-0.2	3	12	-2.4	-3	-1	-3
CCOC(=O)c1cc(S(=O)(=O)N2CCN(c3ccccc3OC)CC2)cn1C	-1.8	-14	3	-0.2	1	8	-1.6	-17	3	4
COC(=O)c1nn(-c2ccccc2)c(=O)cc1Oc1ccccc1	0.5	14	4	-3.1	0	-2	0.1	-16	0	-7
CSc1ncccc1C(=O)Nc1ccc2c(c1)OCCO2	3.1	.	6	-0.8	3	6	0.6	-9	.	0
COc1ccccc1NC(=O)CC1S/C(=N/N=C2\CCCc3ccccc32)NC1=O (centres undefined)	4.0	34	0	i	0	14	1.1	.	6	-27
C[C@H](O)[C@@H]1C(=O)N2CCc3ccc(N4CCOCC4)cc3[C@@H]2C[C@@H]1N(C)S(=O)(=O)c1ccccc1	.	.	-1	-0.7	0	-4	0.9	4	.	.
O=C(CN1NS(=O)(=O)c2ccccc2C1=O)Nc1ccccc1OC(F)F	-0.4	19	-9	-0.2	2	4	-4.4	-3	0	2
CCCCN(C(=O)c1ccc(S(=O)(=O)N(CC)CC)cc1)c1c(N)n(CCC)c(=O)[nH]c1=O	-0.1	2	10	-0.6	-8	-11	-0.2	-6	4	-10
Cc1ccc(/C=C/C(=O)O)cc1S(=O)(=O)Nc1ccc(C(=O)O)cc1	4.0	4	-1	0.1	-1	2	0.1	-11	0	9
CC(=O)OCC1(C)CN(c2ccccc2)N(C(=O)c2ccc(F)cc2)C1=O (centres undefined)	1.2	-33	-4	1.0	-2	-3	.	5	4	-2
O=C(Nc1cccc(-c2ccc(N3CCOCC3)nn2)c1)c1ccccc1	1.7	.	12	i	-1	-1	.	-7	.	2
O=C(CNC(=O)c1ccco1)N/N=C/c1c[nH]c2ccccc12	-2.8	15	6	2.0	1	3	0.5	.	3	-6
Cc1cc(C)c(S(=O)(=O)/N=C2\C=CC(=O)C(Cl)=C2)c(C)c1	0.4	12	2	-0.7	0	14	-0.1	.	3	-4
CCOC(=O)c1ccc(N2Cc3ccccc3C2=NC(=O)c2cccc([N+](=O)[O-])c2)cc1	-0.2	.	6	-0.1	6	22	.	2	.	-5
Cc1ccc(NC(=O)CSc2nc(N)cc(=O)[nH]2)cc1S(=O)(=O)N1CCCCCC1	-0.7	.	1	i	0	4	2.0	-3	.	-55
CCNS(=O)(=O)c1ccc(CCC(=O)N2CCN(c3ccc(OC)cc3)CC2)cc1	4.5	45	-1	i	1	5	-0.7	5	4	-1
Cc1ccccc1C(=O)NNc1ncnc2c1cnn2C	-2.3	14	-7	i	0	0	0.1	-3	3	-6
O=C(CN(Cc1ccco1)C(=O)CNS(=O)(=O)c1ccc(Cl)cc1)NCC1CCCO1 (centres undefined)	0.4	9	-3	-0.3	6	13	.	-8	1	-6
O=S(=O)(NCCCCNS(=O)(=O)c1ccc(F)cc1)c1ccc(F)cc1	-2.4	.	2	-0.5	0	-3	-0.3	-6	.	2
COc1ccc(-c2[nH]n(-c3ccc([N+](=O)[O-])cc3)c(=O)c2C=NCc2ccncc2)cc1	1.5	20	3	0.2	3	20	.	11	6	-1
Cn1ncc(N=Cc2ccccc2[N+](=O)[O-])c1C(N)=O	-1.7	17	8	-0.1	-1	19	.	9	0	13
Cc1ccc(S(=O)(=O)NCCCCCC(N)=O)cc1	-1.4	22	-1	i	6	-3	-0.4	-13	0	-4
CN(C)c1c(N)[nH]c2c(c1=O)c(=O)n(C)c(=O)n2C	1.0	-5	-5	i	-3	-1	0.2	-6	1	2
Cc1cc(OCc2nc(-c3ccc(NC(=O)c4cccnc4)cc3)no2)ccc1Cl	-4.0	35	-23	i	1	1	-0.9	-5	5	-9
Clc1cc(Cl)c2nc(N3CCCC3)sc2c1	0.1	.	6	i	-4	2	4.3	-35	1	-8
CNC(=O)C1CC(=O)N(CCc2ccccc2)C(=Nc2ccc(OC)cc2)S1 (centres undefined)	-2.3	-1	0	-0.3	-1	3	.	-1	1	3
COc1ccc(N(CC(=O)N/N=C/c2ccc3c(c2)OCO3)S(=O)(=O)c2ccccc2)cc1	-0.3	18	.	.	.	.	.	.	-1	4
COc1ccc(CC(=O)OCC(=O)NCc2ccccc2Cl)cc1OC	0.8	9	1	-0.2	-1	0	.	7	4	3
CS(=O)(=O)C1=NSC2=NC(=O)/C(=C\c3ccc(OC(=O)c4ccco4)cc3)C(=N)N21	3.7	-31	.	.	.	.	.	.	3	1
CC(C)Oc1ccc(C(=O)Nc2ccc3c(c2)n(C)c(=O)n3C)cc1	-4.3	-16	4	-0.3	2	3	6.1	6	2	2
COc1ccc(N2CC(C(=O)N/N=C/c3ccccc3)CC2=O)cc1 (centres undefined)	-0.6	-10	-3	-4.5	1	3	1.3	.	5	-3
CN1/C(=C\C(=O)CN2C(=O)NC3(CCCCCC3)C2=O)C(C)(C)c2ccccc21	-1.9	29	-36	i	6	26	-2.0	-28	0	-26
CCCCNC(=O)COC(=O)c1ccc(NC(C)=O)cc1	-0.4	18	-8	-0.2	-3	3	-1.2	-37	1	12
CCN(CC)S(=O)(=O)c1ccc2c(c1)nc(SCc1nc3ccsc3c(=O)[nH]1)n2CC	-0.5	23	3	-0.6	2	5	34	5	-8	-2
COc1cc2c(=O)n(Cc3ccco3)c(=O)n(CC(=O)c3cccc(Br)c3)c2cc1OC	1.0	47	-15	.	.	.	.	-17	-1	1
COC(=O)COc1ccc2occ(C(C)=O)c2c1	1.5	17	0	0.9	3	12	.	-4	-1	12
CCNC(=O)C1(C)CCN(Cc2ccc(-c3ccccc3)cc2)C1 (centres undefined)	.	.	.	-0.4	-1	3	-0.3	.	.	.
CNCCC(Oc1ccccc1OC)c1ccccc1 (centres undefined)	-1.3	.	3	i	-1	1	2.0	-1	.	0
CCOc1ccccc1N/C=C(\C#N)c1nc2ccccc2n1C	8.5	15	-4	1.0	5	-4	.	-5	0	-1
O=C(COC(=O)c1ccc(S(=O)(=O)NCc2ccco2)cc1)Nc1ccccc1OC(F)F	-2.9	21	2	i	-2	-6	0.2	-12	4	3
O=S1(=O)CC(O)C(N2CCC(c3ccccc3)CC2)C1 (centres undefined)	-1.6	-15	4	i	-1	2	-0.8	3	0	2
Cc1oc(-c2ccccc2F)nc1CN1CCC(C(=O)NCc2cccs2)CC1	2.7	0	2	2.0	0	-6	1.3	1	-3	6
CC(C)C(C)(C#N)NC(=O)CSc1nncn1-c1ccccc1 (centres undefined)	4.1	11	-7	-0.2	6	5	.	-5	-3	-3
O=C(COc1nc2ccccc2nc1N1CCOCC1)NCC(F)(F)F	0.7	8	10	3.8	-2	17	-0.9	-10	5	3
Cn1c(SCC(=O)c2ccccc2)ncc(C(=O)Nc2ccc(F)cc2)c1=O	-0.2	.	-3	-5.6	8	2	0.1	-8	.	-5
CN(C)c1ccc(O)c2c1CC1CC3[C@@H](N(C)C)C(=O)C(C(N)=O)C(=O)[C@]3(O)C(=O)C1C2=O (some centres undefined)	.	.	-5	-1.0	2	24	-4.3	1	.	-4
O=C(COc1ccc(S(=O)(=O)NCc2ccccc2)cc1Cl)NCc1ccncc1	-0.5	7	0	-0.1	-3	0	0.5	-13	0	-6
O=C(NC(=S)Nc1ccc(S(=O)(=O)Nc2nccs2)cc1)c1ccccc1	-0.7	-4	-1	i	2	6	.	-8	-4	-4
CCOc1ccc2c(c1)nc(SCC(=O)c1cccs1)n2C	0.2	49	1	i	1	-2	1.7	-1	1	-5
C=CCn1c(=O)c2ccccc2n2c(SCc3nnc(-c4ccccc4Br)o3)nnc12	2.1	7	-6	-1.5	0	0	-0.1	-15	-1	2
CC1(C)C2CC[C@]3(C)C(CC=C4[C@@H]5C[C@@](C)(CO)[C@@H]6C[C@@]5(CC[C@]43C)C(=O)O6)[C@@]2(C)CC[C@@H]1O (some centres undefined)	-1.0	.	-6	.	.	.	.	-6	.	-4
Cc1cccc(NC(=O)c2sc3nc(N4CCOCC4)c4c(c3c2N)CCCC4)c1	-1.9	6	3	i	39*	19	-1.5	2	10	-11
CCc1cccc2c(-c3csc(=NC)n3C)c[nH]c12	1.7	23	-12	-0.7	0	7	.	-6	-3	-1
CCOCCCNC(=O)c1cn(CC)c2ccc(S(=O)(=O)N3CCOCC3)cc2c1=O	0.1	40	3	i	-3	21	-0.1	7	-5	-5
C/C(=N\Nc1cc(N2CCCCC2)nc(C)n1)c1ccc(Br)cc1	0.9	6	-3	-0.4	1	13	-0.7	.	1	-17
Cc1c(Cl)cccc1NC(=S)N1CCN(Cc2ccccc2)CC1	-0.3	33	-4	-0.1	6	10	-2.3	-2	2	3
CCOC(=O)NC(C)N1C(=O)C2C3C=CC(C3)C2C1=O (centres undefined)	-1.9	15	-1	-0.4	-1	-4	.	-19	0	8
Next records.
SMILES	Mtb UGM inh	DUSP3 inh	MazEF act	Vc quorum ag	Mtb FBA inh	GDH-TPI inh	Mtb BioA inh	PriA SSB inh	SARS 3CLpro inh	Rv3671c protease
Cc1cc(N2C(=O)C3CCC(c4ccccc4)CC3C2=O)no1 (centres undefined)	-0.5	19	-6	-0.4	-5	2	5.6	-11	5	5
Cn1cnc(S(=O)(=O)Nc2ccc(Cl)c(C(F)(F)F)c2)c1	0.9	43	-4	i	0	3	-1.7	6	-9	1
O=C1c2ccccc2C(Nc2ccc(S(=O)(=O)N3CCOCC3)cc2)N1c1ccccn1 (centres undefined)	0.4	0	2	i	4	5	-0.6	-5	-3	2
COc1cc(CNC2CCCC2)cc(OC)c1OC	-0.5	27	5	-7.1	4	27	-2.4	10	4	1
NCCCC[C@H](N)c1nnc([C@H](CC(=O)O)NC(=O)C2CCNCC2)o1	-0.5	14	6	-2.1	3	3	-2.2	4	-1	2

2 entries picked at random from those above, as already listed:
SMILES	Mtb UGM inh	DUSP3 inh	MazEF act	Vc quorum ag	Mtb FBA inh	GDH-TPI inh	Mtb BioA inh	PriA SSB inh	SARS 3CLpro inh	Rv3671c protease
COc1cc(CNC2CCCC2)cc(OC)c1OC	-0.5	27	5	-7.1	4	27	-2.4	10	4	1
Cc1cc(N2C(=O)C3CCC(c4ccccc4)CC3C2=O)no1 (centres undefined)	-0.5	19	-6	-0.4	-5	2	5.6	-11	5	5
